Source: PubChem BioAssay
CFTR F508del cor: F508del CFTR correction, initial screen, CFBE line, single point. CFBE cells, YFP halide quenching; stimulated with forskolin plus potentiator P3; % fluorescence drop versus neutral controls. activity (quench increase), % at 7.58 µM. 350,000 compounds, 0.36% hits;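 active = mean added fluorescence quench of at least 8% versus neutral control, with both replicates also reaching 8%; inconclusive = only one of the mean or replicate conditions met; inactive = mean below 8% and not both replicates reaching 8%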;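 note: cells transiently co-express mutant CFTR-F508del with the halide-sensitive YFP; corrector assay measuring rescue of mutant channel to the surface after 24 h compound exposure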
miR-122 sensor: miR-122 Renilla sensor signal increase in Huh7, primary screen, miR-122 inhibitor project, cell-based, single point, plate reader. Huh7 miR-122 Renilla luciferase sensor, 48 h; neutral wells = 0, positive control = 100. activation (reporter increase), % at 12.5 µM. 340,000 compounds, 0.3% hits. AID 602342, 2012;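 active = mean replicate activation score at least 90 and every replicate individually at or above 90; inconclusive = only one of the two criteria met; inactive = neither criterion met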;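 note: higher luciferase means less miR-122 activity so hits act as miR-122 inhibitors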
ERAP1 inh: human ERAP1 aminopeptidase inhibitors, primary screen, biochemical, single point, plate reader; Endoplasmic reticulum aminopeptidase 1 (Homo sapiens), Q9NZ08; inhibition, % at 10.7 µM; recombinant ERAP1, Leu-AMC fluorescence, 60 min; 340,000 compounds, 0.15% hits;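 active = mean replicate inhibition of at least 30%, or all replicates individually reaching that 30% level; inactive = mean below 30% and not every replicate reaching it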;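 note: 0% = neutral control wells and 100% = L-leucinethiol positive control wells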
DENV2 CPE: inhibitors of DENV2 cytopathic effect, primary screen, cell-based, plate reader, single concentration. AID 651640, 2012. DENV2-infected cells, cytopathic effect rescue. 350,000 compounds, 1.7% hits. CPE inhibition, % at 9.99 µM; in the data active = CPE inhibition above about 20%, passing the limit was not always enough; inconclusive = no clear call, values can overlap the other calls; tested in BHK-21 cells;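 note: 0% = median of neutral control wells and 100% = median of positive control wells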
CASP6 VEID inh: human caspase-6 inhibitors, primary screen, biochemical, VEID-R110 fluorescence, single point, set 2; P55212; purified caspase-6, Z-VEID-R110 cleavage fluorescence; inhibition, % at 12.5 µM; 350,000 compounds, 0.53% hits;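 active = mean inhibition across replicates at least about 35%, with every replicate also reaching that limit, limit read from the data; inconclusive = only one of the two criteria met; inactive = neither criterion met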;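 note: 0% = median of neutral control wells and 100% = no fluorescence left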
Target sequence (P55212 24-179 limits assumed): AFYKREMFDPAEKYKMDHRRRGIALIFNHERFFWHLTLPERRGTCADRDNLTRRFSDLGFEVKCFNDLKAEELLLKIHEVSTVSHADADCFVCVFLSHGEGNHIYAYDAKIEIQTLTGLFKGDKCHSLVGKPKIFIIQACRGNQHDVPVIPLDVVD
Target sequence (P55212 194-293 limits assumed): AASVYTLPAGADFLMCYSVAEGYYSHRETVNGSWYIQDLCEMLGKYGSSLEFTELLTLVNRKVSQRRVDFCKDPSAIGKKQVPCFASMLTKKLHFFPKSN
ERp5 block: inhibitors of ERp5-driven insulin aggregation, primary screen, biochemical, turbidity, absorbance 650 nm, single point. Protein disulfide-isomerase A6 (Homo sapiens), Q15084. 90 min. inhibition, % at 9.99 µM. 350,000 compounds, 0.05% hits. AID 651711, 2012;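 active = mean replicate inhibition above about 25%, with every replicate also reaching it, limit read from the data, passing the limit was not always enough; inconclusive = only one of those two criteria met; inactive = neither criterion met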
Target sequence (Q15084 whole entry, looked up): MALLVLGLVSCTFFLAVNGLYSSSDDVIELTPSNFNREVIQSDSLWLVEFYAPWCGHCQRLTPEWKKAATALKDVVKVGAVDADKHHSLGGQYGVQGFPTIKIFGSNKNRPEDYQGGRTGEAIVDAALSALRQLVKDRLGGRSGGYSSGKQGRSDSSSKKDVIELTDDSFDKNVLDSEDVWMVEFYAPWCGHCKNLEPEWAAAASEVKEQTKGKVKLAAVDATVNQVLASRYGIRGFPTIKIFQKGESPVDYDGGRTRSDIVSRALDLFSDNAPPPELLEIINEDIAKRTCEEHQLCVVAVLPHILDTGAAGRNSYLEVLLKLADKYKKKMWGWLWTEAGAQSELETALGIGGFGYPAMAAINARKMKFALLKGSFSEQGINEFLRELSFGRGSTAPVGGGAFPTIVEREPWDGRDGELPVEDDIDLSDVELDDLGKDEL
SIRT5 block: SIRT5 desuccinylase inhibitors, primary screen, biochemical, fluorescence imaging, single point, set 5; inhibition, % at 15 µM; AID 652115, 2013; Purified SirT5, succinyl-peptide AMC, trypsin-coupled fluorescence; NAD-dependent protein deacylase sirtuin-5, mitochondrial (Homo sapiens), Q9NXA8; 330,000 compounds, 1.1% hits; in the data active = inhibition above about 15%; inconclusive = no clear call, values can overlap the other calls
Target sequence (Q9NXA8 whole entry, looked up): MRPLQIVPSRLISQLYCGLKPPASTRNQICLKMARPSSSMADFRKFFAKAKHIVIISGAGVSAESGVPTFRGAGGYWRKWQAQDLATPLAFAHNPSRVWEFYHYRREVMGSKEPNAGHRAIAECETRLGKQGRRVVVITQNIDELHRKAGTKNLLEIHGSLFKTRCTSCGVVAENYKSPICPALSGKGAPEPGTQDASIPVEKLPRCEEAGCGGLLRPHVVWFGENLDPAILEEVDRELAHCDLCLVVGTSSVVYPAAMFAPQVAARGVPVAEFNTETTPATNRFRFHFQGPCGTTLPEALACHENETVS
* = called active by the depositor; u = inconclusive; x = no result given; & = joins results of further samples; ! = repeats disagree; [ ] = remark or other dose.

SMILES	CFTR F508del cor	miR-122 sensor	ERAP1 inh	DENV2 CPE	CASP6 VEID inh	ERp5 block	SIRT5 block
CCCC(c1nnnn1Cc1cccs1)N1CCN(C)CC1 (stereo not given)	-3.3	x	-1.9	x	-1.4	-10.5	-4.9
CC(C)NC(=O)Nc1ccc2c(c1)C(=O)N([C@@H](C)CO)C[C@@H](C)[C@H](CN(C)Cc1ccc3c(c1)OCO3)O2	-0.8	-0.9[16.7 µM]	-0.4	u	0.4	7.1	-0.1
O=c1c(Cl)c(NCCO)cnn1-c1cccc(Cl)c1	2.3	3.1	8.0	0.5	0.2	-10.1	-1.7
CCOc1ccc(S(=O)(=O)N2c3ccccc3CC2C)cc1 (stereo not given)	x	27.7	6.3	x	-0.3	-9.1	4.7
O=C(O)CCN1CCN(S(=O)(=O)c2ccc3ccccc3c2)CC1	0.0	-10.1	-2.1	2.9	-5.4	-0.2	0.6
Cc1ccc(C)n1-c1cccc(S(=O)(=O)N2CCOCC2)c1	0.0	x	-1.1	4.1	0.3	-5.1	-0.6
OC[C@@H]1[C@H](c2ccc(C#Cc3ccccc3)cc2)[C@@H]2CN(Cc3cncnc3)CCCCN12	1.1	5.3[16.7 µM]	1.9	4.6	-0.4	-4.0	-1.8
CO[C@@H](CN(C)S(=O)(=O)c1ccc(F)cc1)[C@@H](C)CN([C@@H](C)CO)S(=O)(=O)c1cccc(Cl)c1	4.2	x	-1.5	0.3	-1.1	-2.3	x
C[C@H]1CN([C@@H](C)CO)S(=O)(=O)c2ccc(C#CC3CCCC3)cc2O[C@H]1CN(C)C(=O)C1CC1	4.9	46.5[16.7 µM]	2.0	-10.8	-0.3	-3.6	8.3
CN(C)CCCNC(=O)C[C@@H]1CC[C@@H]2[C@H](COC[C@H](O)CN2CC2CC2)O1	-1.3	-0.4[16.7 µM]	-0.2	11.2	-0.5	-2.1	-2.4
COc1ccc(NC(=O)Nc2ccc3c(c2)C(=O)N([C@@H](C)CO)C[C@H](C)[C@@H](CN(C)Cc2ccc(Cl)c(Cl)c2)OCCCC[C@@H](C)O3)cc1	3.7	2.8[16.7 µM]	4.4	-32.6	-0.9	0.6	3.7
O=C(Cn1ncc2c([nH]c3ccccc32)c1=O)NCC1CCN(Cc2ccccc2F)CC1	-1.1	-4.1	4.4	15.7	-1.1	-0.4	-3.3
CCOc1cc(S(=O)(=O)N2CCCC2)ccc1Cl	-0.5	-0.6	-2.1	3.0	1.0	-5.9	1.4
C[C@@H]1CCCCO[C@@H](CN(C)CC2CCCCC2)[C@@H](C)CN([C@@H](C)CO)C(=O)c2cc(NS(=O)(=O)c3ccc(Cl)cc3)ccc2O1	-0.3	-3.2[16.7 µM]	x	-22.5	x	x	x
COc1ccc(NC(=O)Cc2nnc(SCC(=O)Nc3ccc(F)cc3)n2C)cc1	-1.5	1.1	-4.9	0.7	-1.3	6.0	x
COc1cccc(COC(=O)c2cc(S(=O)(=O)N3CCCCC3)ccc2N2CCOCC2)c1OC	-3.0	-4.8	-0.8	7.4	2.1	1.5	-3.1
COc1ccc(NC(=O)Nc2ccc3c(c2)CC(=O)N([C@@H](C)CO)C[C@@H](C)[C@@H](CN(C)Cc2ccc(C(=O)O)cc2)O3)cc1	-0.3	0.7[16.7 µM]	0.7	-5.9	0.3	0.8	-1.2
Cc1ccc(S(=O)(=O)N2CCN(S(=O)(=O)c3ccccc3Br)CC2)cc1	1.9	0.7	x	1.8	11.8	3.6	x
COc1ccc(S(=O)(=O)N2CCOCC2)cc1C(=O)N1CCCCCC1	2.2	-4.8	2.1	-2.2	-1.1	-7.7	-1.7
O=S1(=O)N[C@@H](c2ccccc2)COc2cc(Br)ccc21	0.1	7.1	0.6	-13.6	0.7	-2.9	-1.0
C[C@H](CO)N1C[C@H](C)[C@@H](CN(C)Cc2ccccn2)Oc2ncc(-c3ccc(F)cc3)cc2C1=O	0.6	1.1[16.7 µM]	1.0	-6.5	2.4	3.3	0.4
COc1ccc(NC(=O)N(C)C[C@@H]2Oc3cc(C#CCN(C)C)ccc3S(=O)(=O)N([C@@H](C)CO)C[C@H]2C)cc1	-2.3	1.5[16.7 µM]	0.7	-9.7	0.0	-0.6	-2.5
O=C(NCCC(=O)N1CCN(Cc2c(F)cccc2Cl)CC1)c1ccc(Cl)cc1	-2.0	x	-4.9	1.8	2.0	-9.5	-4.5
COC(=O)C1C(c2ccccc2)C=CC(c2ccccc2)C1C(=O)O (stereo not given)	-0.6	x	-5.4	1.2	3.5	-4.0	3.1

A draw from above in order of SMILES length, high to low.
SMILES	CFTR F508del cor	miR-122 sensor	ERAP1 inh	DENV2 CPE	CASP6 VEID inh	ERp5 block	SIRT5 block
COc1ccc(NC(=O)Nc2ccc3c(c2)C(=O)N([C@@H](C)CO)C[C@H](C)[C@@H](CN(C)Cc2ccc(Cl)c(Cl)c2)OCCCC[C@@H](C)O3)cc1	3.7	2.8[16.7 µM]	4.4	-32.6	-0.9	0.6	3.7
C[C@@H]1CCCCO[C@@H](CN(C)CC2CCCCC2)[C@@H](C)CN([C@@H](C)CO)C(=O)c2cc(NS(=O)(=O)c3ccc(Cl)cc3)ccc2O1	-0.3	-3.2[16.7 µM]	x	-22.5	x	x	x
CO[C@@H](CN(C)S(=O)(=O)c1ccc(F)cc1)[C@@H](C)CN([C@@H](C)CO)S(=O)(=O)c1cccc(Cl)c1	4.2	x	-1.5	0.3	-1.1	-2.3	x

(listing goes on)
SMILES	CFTR F508del cor	miR-122 sensor	ERAP1 inh	DENV2 CPE	CASP6 VEID inh	ERp5 block	SIRT5 block
CC(C)N(C(=O)Cn1cc(S(=O)(=O)CC(=O)NC2CCCCC2)c2ccccc21)C(C)C	-1.9	x	-2.8	2.5	-2.0	1.6	-0.8
CCOC(=O)/C(C#N)=C/c1c(N2CCN(CC)CC2)nc2c(C)cccn2c1=O	-0.7	x	7.0	0.7	-1.1	-3.6	0.7
CN(Cc1ccccc1)C(=O)c1cccc(NC(=O)Cc2ccc(NC(=O)C3CCN(C(=O)c4ccccc4)CC3)cc2)c1	3.0	-1.0	-1.3	u	0.0	0.5	-0.9
C[C@@H]1CN([C@H](C)CO)C(=O)c2cc(NC(=O)CCCN(C)C)ccc2O[C@@H](C)CCCCO[C@H]1CN(C)S(=O)(=O)c1ccc(Cl)cc1	0.0	7.6[16.7 µM]	-2.2	-2.6	0.0	4.8	-3.4
COc1ccc(N2C[C@@]3(O)CC[C@@H](O)[C@@H](OC)[C@@H]3[C@@]2(C)[C@H](O)CC=C(C)C)cc1	0.4	x	-0.3	-2.3	-0.9	-2.0	x
CN(C1=NS(=O)(=O)c2ccccc21)c1ccc(OC(=O)c2ccccc2)cc1	-1.1	5.3	2.4	-1.5	-0.4	5.3	-6.4
Cc1cc(=O)oc2c(C)c(OCC(=O)NC3CCN(Cc4ccccc4)CC3)ccc12	-0.7	-8.1	-0.7	16.9	-1.7	2.4	-0.7
CCOC(=O)CC1CCCCN1Cc1cn(C)nc1-c1ccc2c(c1)OCCO2 (stereo not given)	0.3	-3.5	-1.1	0.8	-1.5	1.1	-1.8
Cc1cccc(S(=O)(=O)NC(=O)C2(C)CCN2C(=O)c2ccc(C3CCCCC3)cc2)c1 (stereo not given)	0.2	-0.2	-1.2	12.4	2.4	-1.7	0.4
C[C@@H]1CN([C@H](C)CO)C(=O)c2cccc(NC(=O)C3CCOCC3)c2O[C@@H]1CN(C)CC1CCCCC1	-0.8	-4.7[16.7 µM]	-4.7	13.0	1.9	-1.4	x
O=C(C[C@@H]1CC[C@@H](NC(=O)c2cccc(F)c2)[C@H](CO)O1)NCc1ccccc1	-0.2	x	-3.7	2.1	2.1	-5.5	1.9
CCOc1ccc(NC(=O)C(=O)NCCN2CCN(S(=O)(=O)c3ccccc3)CC2)cc1	1.2	-6.8	0.8	1.7	-4.8	2.5	-6.5
COc1ccc(C(=O)Nc2ccc(S(=O)(=O)N3CCN(C)CC3)cc2)cc1[N+](=O)[O-]	4.7	0.2	0.3	-0.7	0.7	-3.9	-4.2
O=C(Nc1ccc2c(c1)[C@@H]1C[C@@H](CC(=O)N3CCCCC3)O[C@H](CO)[C@@H]1O2)c1cccnc1	1.0	3.4[16.7 µM]	-2.6	-4.1	-3.8	7.8	2.1
Cc1ccc(Oc2ccc(C(F)(F)F)cc2[N+](=O)[O-])c([N+](=O)[O-])n1	1.9	-5.1	-0.2	3.3	2.9	-0.2	-1.1
CN(Cc1ccccc1)C(=O)c1ccccc1NC(=O)C1=CSCCO1	2.9	1.8	-3.1	0.1	-0.2	5.7	1.0
CCCNC(=O)C[C@@H]1CC[C@@H]2[C@@H](COc3ccc(NC(=O)Cc4ccccc4)cc3C(=O)N2C)O1	1.9	-7.0[16.7 µM]	-1.1	3.4	8.2	3.1	-5.8
C#Cc1ccc([C@H]2C=C(C(=O)OCC=C)O[C@@H](OCC)[C@@H]2CCCO)cc1	-3.9&0.2	-1.1	0.7	48.7*!	1.6&-0.3	0.8&4.0	-4.3
O=C(O)C[C@@H](CNC(=O)COc1ccc2ccc(=O)oc2c1)c1ccc(Cl)cc1	-2.6	-0.3	1.4	-7.8	5.7	2.6	-1.0
CCS(=O)(=O)N1CC2(CN(C(=O)Cc3ccccn3)[C@H](CO)c3[nH]c4cc(OC)ccc4c32)C1	2.9	x	-7.7	11.0	1.0	-2.9	x
C/C=C/c1cnc2c(c1)C(=O)N([C@H](C)CO)C[C@@H](C)[C@@H](CN(C)CC1CCOCC1)O2	-2.1	-4.0[16.7 µM]	3.7	7.1	-1.2	1.7	0.5
CN1C(=O)c2cc(NC(=O)c3ccccc3)ccc2OC[C@H]2O[C@@H](CC(=O)NC3CCCC3)CC[C@H]21	0.0	3.3[16.7 µM]	0.6	u	-2.0	8.0	-3.3
COc1ccccc1N(CC1CO1)S(=O)(=O)c1ccccc1 (stereo not given)	0.0	-1.9	-3.0	-0.7	3.7	-1.3	-1.2
O=C(COC(=O)c1cncc(Br)c1)NCc1ccc(Cl)cc1	0.2	-1.2	1.0	-3.7	-2.1	0.5	-1.9
CC(=O)N1CC2(C1)[C@@H](c1ccccc1)[C@@H](CO)N2C(=O)Cc1ccccc1	-0.9	x	-5.6	-8.5	-1.2	1.1	0.5
c1ccc(-c2nnc(-c3ccccn3)nn2)nc1	-0.5	7.9	-0.7	1.7	-0.9	1.9	0.7
COc1ccc(NC(=O)CCc2nnc3ccc(N4CCC(C)CC4)nn23)cc1	-1.0	-6.0	2.1	1.2	2.2	-1.4	-0.7
CC1CCN(S(=O)(=O)c2ccc(C(=O)NCc3ccco3)cc2)CC1	4.0	x	8.1	-7.1	-2.1	-1.8	-1.6
CN(CCc1ccccc1)c1cc2c(c3c1ccn3C)C1CCC2O1 (stereo not given)	0.0	0.5	x	4.5	8.9	-1.0	2.6
COc1ccccc1S(=O)(=O)N[C@@H]1CC[C@@H](CCNC(=O)C2CCOCC2)O[C@@H]1CO	-0.3	x	-0.4	-1.9	-0.3	8.5	6.0
O=C(CC(=O)c1ccccc1)Nc1cccc([N+](=O)[O-])c1	0.3	x	-0.6	-4.7	-1.4	-6.6	-7.7
CC(=O)CC(C)(C)NC(C)=S	3.1	x	5.2	8.0	-0.6	1.9	-1.3
Cn1nnnc1SCC(=O)N1CCCCC1	-1.8	-4.1	-4.0	1.0	-2.5	-1.0	-7.0
O=C(c1ccc(-c2cc(Cl)ccc2Cl)o1)N1CCOCC1	1.6	-6.8	x	-0.4	1.4	-5.8	-1.0
CN(C)CC#Cc1ccc([C@H]2[C@H]3CN(C(=O)Nc4cc(F)ccc4F)CCCCN3[C@H]2CO)cc1	-2.7	1.2[16.7 µM]	-0.8	-8.1	0.5	5.7	-3.2
CCc1ccccc1NC(=S)N(Cc1ccc(OC)cc1)CC1CCC(C(=O)O)CC1 (stereo not given)	0.9	7.4	0.0	x	0.3	1.5	-0.6
